Compound activity (PubChem BioAssay)
PHOSPHO1 block: PHOSPHO1 (human) inhibition. inhibition, % at 13.3 µM. recombinant PHOSPHO1, absorbance phosphatase assay. 290,000 compounds, 1.1% hits. Q8TCT1; in the data active means inhibition above about 60%
Target sequence (Q8TCT1 whole entry, looked up): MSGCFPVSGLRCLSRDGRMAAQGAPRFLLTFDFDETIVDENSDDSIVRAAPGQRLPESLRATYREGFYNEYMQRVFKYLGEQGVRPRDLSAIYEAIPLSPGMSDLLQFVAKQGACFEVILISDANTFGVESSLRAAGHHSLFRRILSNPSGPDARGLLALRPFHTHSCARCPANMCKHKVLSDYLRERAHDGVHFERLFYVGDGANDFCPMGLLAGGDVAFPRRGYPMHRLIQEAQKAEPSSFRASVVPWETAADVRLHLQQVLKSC
GalR3 antag: blocks the human galanin receptor 3 | HEK293 GalR3-CNG cAMP membrane potential fluorescence; galR3 body fused to GalR1 C-terminus | inhibition, % at 3 µM | 360,000 compounds, 0.44% hits;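 active means inhibition above the screen-wide average plus 3 SD, cut at about 13% in these data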;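 further: forskolin and galanin both at EC90 stimulate the cells; cAMP rise reported by CNG channel membrane potential dye signal; 0% = forskolin plus galanin with DMSO and 100% = forskolin alone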
Target sequence (O60755 1-299 limits assumed): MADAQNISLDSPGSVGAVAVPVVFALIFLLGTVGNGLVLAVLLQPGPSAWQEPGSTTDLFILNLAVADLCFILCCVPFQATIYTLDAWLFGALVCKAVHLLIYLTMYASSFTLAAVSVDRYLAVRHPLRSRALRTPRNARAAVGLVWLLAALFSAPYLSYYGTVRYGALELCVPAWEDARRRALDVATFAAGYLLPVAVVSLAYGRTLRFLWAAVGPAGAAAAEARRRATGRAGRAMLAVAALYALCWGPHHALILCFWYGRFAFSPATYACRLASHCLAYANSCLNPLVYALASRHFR
NS3 helicase inh: blocks Hepatitis C virus NS3 helicase unwinding; inhibition, % at 10.9 µM; NS3 helicase DNA unwinding, Cy5 molecular beacon fluorescence; 290,000 compounds, 0.56% hits; AID 1800;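 active means inhibition above the mean of all tested compounds plus 3 SD, set per campaign, cut at about 35% in these data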;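 further: 0% = DMSO wells and 100% = thioflavine S control wells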
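test system = hepatitis C virus NS3 helicase domain fragment enzyme | reagent = annealed dual-labelled DNA beacon duplex, ATP-started | times = 1 h at 25 °C | detection = Cy5 fluorescence, 0 and 60 min reads | read-out basis = percent inhibition from t60/t0 fluorescence ratio | control set = DMSO and thioflavine S | replication = one well per compound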
GPR7 antag: human neuropeptides B/W receptor 1 antagonism | P48145 | inhibition, % at 4.4 µM | 290,000 compounds, 1.1% hits | GPR7-expressing cells, fluorescence antagonist assay; in the data active means inhibition above about 16%, passing the limit was not always enough;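 further: cells stimulated with the agonist NPW; 0% = agonist with vehicle and 100% = vehicle without agonist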
V1aR counter: V1a receptor agonism, counter-screen for OXTR agonists | P37288 | CHO-V1R cells, Fluo-8 calcium fluorescence, agonist mode; 0% DMSO, 100% 3 nM vasopressin | activation, % at 3 µM | 320,000 compounds, 0.25% hits;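 active means activation above the mean activation of all tested compounds plus 3 SD, per screening run, cut at about 20% in these data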;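 further: signal is peak over basal fluorescence ratio across a 100 second FLIPR read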
IMP-1 inh: blocks Pseudomonas aeruginosa IMP-1 metallo-beta-lactamase; purified IMP-1, nitrocefin hydrolysis, epi-absorbance fluorescence; inhibition, % at 5.6 µM; 290,000 compounds, 0.45% hits;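 active means inhibition above the mean plus 3 SD of all compounds in the same screening run, cut at about 4.5% in these data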;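 further: 0% = IMP-1 with DMSO and 100% = DMSO wells lacking enzyme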
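System: purified recombinant IMP-1 beta-lactamase. Medium: Zinc- and detergent-supplemented HEPES buffer, pH 7.1. Compound: one 5.6 µM dose […]. Schedule: 15 min preincubation plus 25 min reaction at 25 °C. Technique: Epi-absorbance fluorescence, 480 nm excitation, 530 nm emission.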
DNA FID counter: counter-screen for HCV NS3 helicase inhibitors: DNA intercalator displacement; DNA fluorescent intercalator displacement, fluorescence; inhibition, % at 7.9 µM; 290,000 compounds, 0.17% hits; AID 1845; in the data active means inhibition above about 37%;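 further: 0% = vehicle and 100% = reference compound; higher means more ethidium bromide displaced from hairpin DNA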
OXTR agonist: human OXTR agonism; P30559; CHO-OTR cells, Fluo-8 calcium fluorescence; normalized: DMSO 0%, oxytocin 100%; activation, % at 3 µM; AID 2435; 320,000 compounds, 0.32% hits;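 active means activation above the mean of all tested compounds plus 3 SD, cutoff set per screening run, cut at about 20% in these data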;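 further: peak over basal fluorescence ratio from a 100 s FLIPR kinetic read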
Target sequence (P30559 whole entry, looked up): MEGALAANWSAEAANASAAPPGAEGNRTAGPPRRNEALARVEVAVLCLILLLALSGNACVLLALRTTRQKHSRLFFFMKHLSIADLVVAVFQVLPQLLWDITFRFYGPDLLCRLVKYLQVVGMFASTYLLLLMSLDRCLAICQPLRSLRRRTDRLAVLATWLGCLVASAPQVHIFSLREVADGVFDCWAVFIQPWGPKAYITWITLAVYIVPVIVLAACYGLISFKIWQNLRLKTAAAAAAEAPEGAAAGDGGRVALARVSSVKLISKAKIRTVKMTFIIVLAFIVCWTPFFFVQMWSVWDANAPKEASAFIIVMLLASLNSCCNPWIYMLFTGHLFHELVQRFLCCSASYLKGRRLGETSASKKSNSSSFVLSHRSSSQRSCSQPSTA
VIM-2 inhibitor: blocks Pseudomonas aeruginosa VIM-2 metallo-beta-lactamase | purified VIM-2, nitrocefin hydrolysis, epi-absorbance fluorescence | inhibition, % at 5.6 µM | 290,000 compounds, 0.89% hits | AID 1527;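 active means inhibition above the mean of all tested compounds plus 3 SD, cutoff set per screening run, cut at about 7.5% in these data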;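 further: red hydrolysis product quenches plate fluorescence so inhibitors raise well fluorescence; 0% = enzyme with DMSO and 100% = DMSO without enzyme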
* marks the source's active call; other numbers are inactive results; · = not tested or not shown.

Letter code – A = PHOSPHO1 block; B = GalR3 antag; C = NS3 helicase inh; D = GPR7 antag; E = V1aR counter; F = IMP-1 inh; G = DNA FID counter; H = OXTR agonist; I = VIM-2 inhibitor
smiles: CCn1c(NC(=O)c2ccccc2)nc2ccccc21
  A: 24 | B: -7 | C: 0 | D: -10 | E: 2.7 | F: -2.1 | G: -15 | H: -2.8 | I: -2.9

smiles: CN(C)C(=O)Cn1c(SCC(=O)NC2CCCCC2)nc2ccccc21
  A: -3 | B: 0 | C: -4 | D: -11 | E: 0.4 | F: -2.4 | G: -5 | H: 0.3 | I: 0.4

smiles: CCN1C(=O)/C(=C2/Sc3ccccc3N2CC)SC1=S
  A: 41 | B: 0 | C: 6 | D: -16 | E: 1.2 | F: 3.2 | G: -5 | H: 0.2 | I: -0.2

smiles: CCn1cc(C(=O)NCc2ccc3c(c2)OCO3)c(=O)c2cc(S(=O)(=O)N3CCOCC3)ccc21
  A: 18 | B: 0 | C: 3 | D: -13 | E: 0.2 | F: -2.4 | G: 0 | H: -0.8 | I: -3.2

smiles: COC(=O)Cn1cc(C(=O)OC)cc(Br)c1=O
  A: 15 | B: -5 | C: -7 | D: -7 | E: -0.2 | F: -0.8 | G: 3 | H: -0.4 | I: -1.6

smiles: O=C(Nc1nnc(-c2ccc(Cl)s2)o1)C1CC1
  A: 48 | B: -5 | C: 0 | D: -7 | E: -0.5 | F: -2.4 | G: -12 | H: 0.1 | I: -1.6

smiles: COc1ccc(/C=C2\SC(=O)N(CCn3cnnn3)C2=O)cc1
  A: 2 | B: 1 | C: 7 | D: -4 | E: 0.2 | F: -0.5 | G: -6 | H: 0.7 | I: 1.4

smiles: O=C(CCc1cccc(Cl)c1)N1CCCC(Nc2ccccc2)C1 (stereo unspecified)
  A: 26 | B: -6 | C: 3 | D: -5 | E: 0.8 | F: 0.2 | G: -39 | H: 1.2 | I: -1.9

smiles: O=P(O)(c1ccccc1)c1ccccc1O
  A: -2 | B: 4 | C: -7 | D: -11 | E: 0.8 | F: -1.7 | G: -1 | H: 0.2 | I: 0.0

smiles: CCOc1cc(C2NC(=O)N(C)C(C)=C2C(=O)OC)cc(Br)c1O (stereo unspecified)
  A: 4 | B: 3 | C: 1 | D: -19 | E: 0.9 | F: -4.4 | G: -4 | H: 0.8 | I: -1.0

smiles: COc1cccc(CNC(=O)c2nnn(CC(=O)Nc3cccc(C)c3)c2N)c1
  A: 30 | B: -9 | C: -2 | D: -7 | E: 0.9 | F: -2.2 | G: -20 | H: 0.7 | I: -1.8

smiles: Fc1ccc(F)c(NC(=S)NCCc2ccccc2)c1
  A: 17 | B: -3 | C: -10 | D: -4 | E: -0.2 | F: -3.4 | G: 5 | H: -2.4 | I: -3.1

smiles: CC1=NN(C(=O)CSCc2ccccc2)C(O)(c2ccc(F)cc2)C1 (stereo unspecified)
  A: 26 | B: -3 | C: -25 | D: -13 | E: 0.8 | F: -3.2 | G: -9 | H: -1.7 | I: -3.5

smiles: COc1ccc(S(=O)(=O)NC2(C(F)(F)F)NC(=O)N(CCc3ccc(OC)c(OC)c3)C2=O)cc1 (stereo unspecified)
  A: 37 | B: -8 | C: 8 | D: -5 | E: 0.3 | F: -2.0 | G: -25 | H: -0.4 | I: -3.9

smiles: N/C(=N\OC(=O)CCCOc1ccccc1)c1ccncc1
  A: 47 | B: -5 | C: -8 | D: -13 | E: 2.9 | F: -0.6 | G: -12 | H: 0.9 | I: 0.7

smiles: CCc1c(C)sc(NC(=S)N2CCN(S(C)(=O)=O)CC2)c1C(=O)OC
  A: 8 | B: -3 | C: 7 | D: -9 | E: 0.3 | F: -2.7 | G: 0 | H: 0.6 | I: -1.3

smiles: CC(C)c1ccc(C(C(=O)NC2CCCCC2)N(C(=O)c2ccccn2)c2cccnc2)cc1 (stereo unspecified)
  A: 27 | B: -5 | C: 3 | D: -2 | E: -1.1 | F: -2.7 | G: -27 | H: -1.5 | I: -0.8

smiles: CC(C)(C)NCC(O)(c1ccc(Cl)cc1)c1ccc(Cl)cc1
  A: -7 | B: · | C: 4 | D: 5 | E: 2.4 | F: -2.2 | G: 16 | H: 2.7 | I: -0.9

smiles: CN1CCCC(OC(=O)c2cccc(Br)c2)C1 (stereo unspecified)
  A: 19 | B: 4 | C: -15 | D: -11 | E: 1.8 | F: -5.9 | G: 1 | H: 2.1 | I: -1.8

smiles: O=C(/C=C/c1cccnc1)c1cc(F)ccc1O
  A: · | B: -8 | C: -6 | D: -5 | E: -0.6 | F: -1.7 | G: -3 | H: -0.1 | I: -2.3

smiles: O=C(Nc1ccccc1Sc1ccccc1)c1ccccc1F
  A: · | B: -1 | C: 9 | D: -17 | E: 0.3 | F: 0.0 | G: -11 | H: -0.6 | I: 1.4

smiles: CCc1cc2c(=O)c(-c3nc(C)cs3)c(CCCC(=O)O)oc2cc1O
  A: 35 | B: -5 | C: 13 | D: -14 | E: 0.0 | F: -2.3 | G: -23 | H: 0.1 | I: -4.2

smiles: COc1ccc(-n2c(Cc3cccn3C)nnc2SCC(=O)Nc2nc(C)cs2)cc1
  A: 2 | B: 3 | C: -6 | D: -6 | E: -0.5 | F: -2.6 | G: -40 | H: 0.0 | I: -1.9

smiles: COc1ccc2no[n+]([O-])c2c1
  A: 20 | B: · | C: 19 | D: 14 | E: 0.9 | F: 0.3 | G: -8 | H: 0.3 | I: 2.3

smiles: C/C(=N\NC(=O)c1cc(C)oc1C)c1ccc2ccccc2c1
  A: 36 | B: -9 | C: 0 | D: -5 | E: 0.0 | F: -1.3 | G: -14 | H: -1.3 | I: -0.3

smiles: c1ccc(-c2nc(NCc3cccnc3)c3ccccc3n2)cc1
  A: 13 | B: · | C: -11 | D: 11 | E: 1.2 | F: -2.4 | G: 6 | H: 1.2 | I: -2.0

smiles: CC1=C/C(=N\NC(=O)c2ccccc2)CC1
  A: 4 | B: 4 | C: 4 | D: -12 | E: -0.2 | F: -3.5 | G: 1 | H: -0.1 | I: -6.5

smiles: Cc1cc(NC(=O)c2ccco2)c(=O)n(Cc2cccc(C(F)(F)F)c2)c1
  A: 14 | B: -10 | C: -7 | D: -8 | E: -0.8 | F: -3.6 | G: -29 | H: -0.8 | I: -2.9

smiles: Cc1ccc(C(=O)NNC(=O)CSc2n[nH]c(-c3cccnc3)n2)cc1
  A: 12 | B: 1 | C: 5 | D: -11 | E: 0.4 | F: -4.0 | G: -1 | H: -0.1 | I: -4.7

smiles: COc1ccc(CC(=O)N2CC(=O)N(CCc3ccccc3)C(=O)C2)cc1
  A: 11 | B: -3 | C: 0 | D: -11 | E: 4.9 | F: -1.9 | G: -8 | H: 3.3 | I: -1.8

smiles: CCOC(=O)c1[nH]c(C)c(C(=O)Nc2cc(OC)ccc2OC)c1C
  A: -11 | B: -7 | C: -6 | D: -3 | E: -1.2 | F: -1.7 | G: -22 | H: 1.6 | I: -2.6

smiles: COc1ccc(NC(=O)c2ccc(Br)o2)cc1
  A: -6 | B: -7 | C: 9 | D: 6 | E: -0.9 | F: -4.2 | G: -1 | H: -0.8 | I: -0.5

smiles: CSCC[C@H](N)C(=O)N1CCC(C(=O)N[C@@H](Cc2c[nH]c3ccccc23)C(=O)O)CC1
  A: 15 | B: 1 | C: -15 | D: -4 | E: 0.5 | F: -3.3 | G: -2 | H: 0.6 | I: -3.3

smiles: CCCc1cc(=O)oc2c(CN3CCOCC3)c(O)ccc12
  A: 4 | B: -1 | C: 7 | D: -7 | E: 1.3 | F: -1.9 | G: -5 | H: 1.3 | I: 1.0

smiles: CC(Oc1ccc(Br)cc1Br)C(=O)NC1CCCC1 (stereo unspecified)
  A: 41 | B: · | C: -6 | D: 6 | E: -1.4 | F: -0.7 | G: -9 | H: -2.8 | I: 0.9

smiles: O=S(=O)(Nc1ccc(F)cc1)c1cccc2nsnc12
  A: 40 | B: -4 | C: 1 | D: -21 | E: 0.6 | F: -1.9 | G: -5 | H: -1.4 | I: -1.4

smiles: COc1ccc(S(=O)(=O)N2CCC(N3CCN(c4ccccc4OC)CC3)CC2)cc1
  A: -3 | B: -7 | C: -5 | D: -13 | E: 0.2 | F: -3.0 | G: -1 | H: -1.1 | I: -3.4

smiles: CCc1ccccc1Nc1cc(C(=O)NCc2ccccn2)c2ccccc2n1
  A: 20 | B: -4 | C: 12 | D: -10 | E: -0.3 | F: -1.8 | G: -23 | H: -1.4 | I: -4.1

smiles: COCC1CCCCN1C(=O)CCCn1nnnc1CN1CCC(C)CC1 (stereo unspecified)
  A: 46 | B: 7 | C: 0 | D: -7 | E: 0.8 | F: -2.8 | G: -32 | H: 0.2 | I: -1.1

smiles: O=C(Nc1nc(-c2ccccc2)cs1)C1CCCCN1S(=O)(=O)c1ccc(Cl)cc1 (stereo unspecified)
  A: 10 | B: · | C: 5 | D: -12 | E: 0.7 | F: -1.1 | G: -4 | H: -0.3 | I: -1.8

smiles: COC(=O)c1cccc(NC(=O)c2ccco2)c1
  A: -17 | B: -2 | C: 3 | D: -8 | E: -0.7 | F: -4.0 | G: 0 | H: -0.7 | I: 0.0

smiles: O=C(CN1CCCCCC1)N1c2ccccc2Sc2ccc(C(F)(F)F)cc21
  A: 25 | B: -4 | C: -13 | D: -19 | E: -1.7 | F: -2.2 | G: 6 | H: -2.5 | I: -1.3

smiles: Cc1ccc(N(CCC(=O)O)S(=O)(=O)c2ccccc2)cc1
  A: -8 | B: -5 | C: 11 | D: 2 | E: 0.7 | F: -4.6 | G: -9 | H: 0.1 | I: -1.8

smiles: Cc1cc(Cl)ccc1NC(=S)NCc1ccccc1Cl
  A: -17 | B: -4 | C: -4 | D: -11 | E: 5.4 | F: -3.6 | G: -7 | H: 0.8 | I: -1.9

smiles: Cc1ccc(-n2nc3c(c2NC(=O)C2CC2)CS(=O)(=O)C3)cc1
  A: 8 | B: -3 | C: 4 | D: 8 | E: 0.0 | F: -1.7 | G: -1 | H: 0.8 | I: 0.0

smiles: O=C(CN1C(=O)C(=O)c2ccccc21)c1ccc(Cl)cc1
  A: 4 | B: -4 | C: 7 | D: 3 | E: -1.1 | F: -3.1 | G: 7 | H: 0.0 | I: -1.7

smiles: C=CCN=c1scc(-c2ccco2)n1/N=C/c1ccc(O)c(O)c1O
  A: 4 | B: -3 | C: 40* | D: -8 | E: -0.1 | F: -0.7 | G: -19 | H: -0.4 | I: -3.6

One compound at a time, from the list above.
`O=C(Nc1nnc(-c2ccc(Cl)s2)o1)C1CC1` is entered as PHOSPHO1 block = 48; GalR3 antag = -5; NS3 helicase inh = 0; GPR7 antag = -7; V1aR counter = -0.5; IMP-1 inh = -2.4; DNA FID counter = -12; OXTR agonist = 0.1; VIM-2 inhibitor = -1.6
`O=C(/C=C/c1cccnc1)c1cc(F)ccc1O` is entered as PHOSPHO1 block = ·; GalR3 antag = -8; NS3 helicase inh = -6; GPR7 antag = -5; V1aR counter = -0.6; IMP-1 inh = -1.7; DNA FID counter = -3; OXTR agonist = -0.1; VIM-2 inhibitor = -2.3
